Screening results (PubChem)
M1 antag: human CHRM1 antagonism; AID 588852; inhibition, % at 3 µM; CHO-K1 hM1, Fluo-8 calcium fluorescence, ACh EC80 antagonist; 1.3% of 360,000 active;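 active means percent inhibition above its own plate's cutoff, namely the mean of that plate's compound wells plus 3 SD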;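 further: peak over basal fluorescence ratio during 140 s after agonist addition; 0% = ACh EC80 plus DMSO and 100% = DMSO alone without agonist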
CHO parental Ca: signal in parental CHO cells, OX1R antagonist counter-screen | parental CHO-K1, ATP-induced calcium, Fluo-8 fluorescence | inhibition, % at 5.6 µM | 0.63% of 330,000 active;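 active means inhibition above that plate's mean sample inhibition plus 3 SD, cut at about 26% in these data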;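 further: 0% = ATP-challenged DMSO wells and 100% = DMSO wells without ATP; some compounds past the cut are filed as inactive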
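material = parental CHO cells | also added = ATP as calcium-mobilizing challenge | dosing = single point at 5.6 µM | detection = intracellular calcium via Fluo-8 no-wash fluorescent dye | read-out = % inhibition | benchmarks = low control ATP plus DMSO, high control DMSO only | repeats = one well per compound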
OXTR potentiate: human OXTR potentiation; activation, % at 3 µM; 0.061% of 320,000 active; CHO-OTR cells, Fluo-8 calcium fluorescence, potentiator mode; 0% = oxytocin EC15, 100% = EC100; AID 2445; P30559;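 active means activation above that plate's cutoff, the mean activation of tested compounds plus 3 SD, cut at about 6.6% in these data, passing the limit was not always enough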;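 further: 100% uses oxytocin at 75 nM as the full agonist control; some results filed as inactive read as strong as hits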
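test system = CHO-OTR cells, human receptor | compound = single-point 3.0 µM | schedule = 6 min compound pre-incubation at room temperature, 100 s kinetic read | signal = Fluo-8 no-wash calcium dye fluorescence, excitation 470-495 nm, emission 515-575 nm | repeats = single well per compound, singlicate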
CHRM1 agonist: activates human CHRM1 receptor. CHO-K1 hM1, Fluo-8 calcium fluorescence, agonist mode; 0% DMSO, 100% acetylcholine EC100. AID 588814. P11229. activation, % at 3 µM. 0.33% of 360,000 active;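 active means activation above the run's mean compound activation plus 3 SD, cut at about 16% in these data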;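 further: peak over basal fluorescence ratio within a 140 s kinetic read after compound addition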
OXTR ag: agonists of human oxytocin receptor. P30559. CHO-OTR cells, Fluo-8 calcium fluorescence; normalized: DMSO 0%, oxytocin 100%. activation, % at 3 µM. 0.32% of 320,000 active. AID 2435;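 active means activation above the mean of all tested compounds plus 3 SD, cutoff set per screening run, cut at about 20% in these data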;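 further: peak over basal fluorescence ratio from a 100 s FLIPR kinetic read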
TAAR1 agonist: human TAAR1 agonism. 0.99% of 360,000 active. Q96RJ0. activation, % at 3 µM. AID 624467. CHO RD-HGA16 TAAR1, Fluo-8 calcium fluorescence; vehicle wells 0%, saturating PEA agonist 100%;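 active means activation above the mean activation of all test compounds in the run plus 3 SD, cut at about 38% in these data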
Target sequence (Q96RJ0 whole entry, looked up): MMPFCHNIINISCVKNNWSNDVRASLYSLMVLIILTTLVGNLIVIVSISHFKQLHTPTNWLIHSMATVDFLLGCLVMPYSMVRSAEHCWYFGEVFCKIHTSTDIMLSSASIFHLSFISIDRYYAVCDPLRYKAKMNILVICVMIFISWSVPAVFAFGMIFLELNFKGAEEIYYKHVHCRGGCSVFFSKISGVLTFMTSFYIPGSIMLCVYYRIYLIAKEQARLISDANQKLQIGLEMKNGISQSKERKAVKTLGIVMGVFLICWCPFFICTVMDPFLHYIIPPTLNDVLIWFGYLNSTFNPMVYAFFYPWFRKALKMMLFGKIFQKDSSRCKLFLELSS
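Repeats: no replicates (n 1) | Material: CHO-derived RD-HGA16 cells with stable Gα16 and human TAAR1 | Technique: Kinetic Fluo-8 calcium fluorescence | Schedule: 17-24 h seeding, 75 min 37 °C dye, 30 min RT | Evaluation: % activation from peak over basal fluorescence ratio, DMSO-to-PEA scaled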
TAAR1 antag: antagonists of human TAAR1 | 1.5% of 360,000 active | inhibition, % at 3 µM | Q96RJ0 | CHO RD-HGA16 TAAR1, Fluo-8 calcium fluorescence, antagonist;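 active means inhibition above a per-plate cutoff, the mean inhibition of test compounds on that plate plus 3 SD, cut at about 49% in these data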;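 further: 0% = DMSO plus EC80 beta-PEA response and 100% = DMSO alone without agonist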
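Material: CHO RD-HGA16 cells bearing hTAAR1; compound dosing: one-point dosing, 3 µM nominal final; schedule: dye loading 75 min at 37 °C, then 30 min room temperature; measured by: calcium fluorescence with Fluo-8; control set: vehicle and agonist controls; replication: n of 1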
CHRM1 PAM: human CHRM1 positive allosteric modulation; 0.088% of 360,000 active; activation, % at 3 µM; CHO-K1 hM1, Fluo-8 calcium fluorescence, ACh EC20; 0% = ACh EC20, 100% = maximal ACh; P11229; in the data active means activation above about 19%, passing the limit was not always enough
V1aR counter: activates human V1a receptor in oxytocin agonist counter-screen; P37288; CHO-V1R cells, Fluo-8 calcium fluorescence, agonist mode; 0% DMSO, 100% 3 nM vasopressin; activation, % at 3 µM; 0.25% of 320,000 active; AID 2797;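 active means activation above the mean activation of all tested compounds plus 3 SD, per screening run, cut at about 20% in these data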;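 further: signal is peak over basal fluorescence ratio across a 100 second FLIPR read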
Target sequence (P37288 whole entry, looked up): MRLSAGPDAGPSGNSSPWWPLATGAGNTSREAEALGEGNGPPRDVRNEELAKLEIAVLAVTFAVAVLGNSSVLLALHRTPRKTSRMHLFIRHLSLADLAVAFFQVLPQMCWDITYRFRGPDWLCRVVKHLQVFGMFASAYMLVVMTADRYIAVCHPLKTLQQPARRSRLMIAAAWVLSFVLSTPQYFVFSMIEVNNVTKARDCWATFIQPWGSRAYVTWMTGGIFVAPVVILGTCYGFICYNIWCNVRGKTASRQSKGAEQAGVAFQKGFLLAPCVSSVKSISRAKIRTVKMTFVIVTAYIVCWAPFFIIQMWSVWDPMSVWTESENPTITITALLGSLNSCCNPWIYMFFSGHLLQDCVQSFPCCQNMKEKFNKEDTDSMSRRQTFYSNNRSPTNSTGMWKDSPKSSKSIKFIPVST
An asterisk follows results filed as active; . = no result given.

The line under a structure holds: M1 antag | CHO parental Ca | OXTR potentiate | CHRM1 agonist | OXTR ag | TAAR1 agonist | TAAR1 antag | CHRM1 PAM | V1aR counter
> Cc1cc(NC(=O)c2ccc3c(c2)C(=O)N(CC(C)C)C3=O)no1
→ -15 | -2 | -4 | -1 | -1.1 | 1 | -54 | 11 | 1.5
> Cc1nc2ccccc2c(=O)n1-c1ccc(F)c(NC(=O)c2cccs2)c1
→ -6 | -6 | -4 | -7 | -2.7 | -2 | -16 | 9 | -0.8
> O=C(Nc1nnc(SCc2ccc(F)cc2)s1)C1=COCCO1
→ 12 | -18 | -9 | -6 | 3.6 | 1 | 12 | -6 | 2.2
> Cc1ccc(S(=O)(=O)N2CCN(C(=O)c3c(-c4ccccc4)noc3C)CC2)c(C)c1
→ 0 | -18 | 3 | -3 | -0.1 | 4 | -15 | 6 | 0.0
> Cc1ccc(/C=N/NC(=O)CNC(=O)COc2ccccc2)cc1
→ -10 | -3 | -2 | -7 | -0.9 | 12 | -11 | 8 | 0.4
> Cc1ccc(C)c(S(=O)(=O)c2c(N)n(/N=C/c3ccco3)c3nc4ccccc4nc23)c1
→ 5 | -4 | -5 | -3 | 0.6 | 5 | 6 | -2 | 0.9
> Cn1cc(SCC(=O)NCCc2ccccc2)c2ccccc21
→ 3 | -17 | -7 | -12 | -1.8 | -1 | -10 | -5 | -1.6
> Cc1nc2c(cc1C#N)C(=O)c1ccccc1-2
→ -7 | -2 | -1 | -5 | -0.5 | 1 | -14 | 11 | 0.3
> C=CCSc1nnc(-c2ccccc2NC(C)=O)c(=O)[nH]1
→ -6 | -7 | -11 | -1 | 1.1 | 2 | 2 | 9 | 0.0
> O=C(Cn1sc2ccccc2c1=O)Nc1ccc(F)cc1
→ -1 | . | . | 9 | . | 55* | 17 | 1 | .
> Cc1cc(OCC(=O)NNC(=S)NC(=O)c2cccs2)ccc1Cl
→ -14 | . | . | -3 | . | 103* | 65* | 14 | .
> Cc1ccc(S(=O)(=O)N/N=C/c2cccs2)cc1
→ -4 | 2 | 4 | -3 | -0.4 | 2 | -18 | 12 | -0.3
> COc1ccc(S(=O)(=O)N(C)C[C@H]2Oc3ccc(NC(=O)Cn4cnnn4)cc3C(=O)N([C@H](C)CO)C[C@@H]2C)cc1
→ -3 | -11 | 1 | -4 | 0.3 | 3 | -18 | 2 | 1.8
> Cc1ccccc1-c1ccccc1CN1[C@@H](C(C)C)COCCS1(=O)=O
→ -9 | -24 | . | -8 | . | 3 | -11 | 0 | .
> CCOC(=O)c1ccccc1NC(=O)COC(=O)CCNS(=O)(=O)c1ccccc1
→ 1 | -14 | -8 | -2 | -0.8 | 1 | 9 | 2 | 3.7
> CCN1CCN(c2nc3c(c(=O)[nH]c(=O)n3C)n2Cc2ccccc2)CC1
→ -20 | . | . | -9 | . | 0 | 5 | 18 | .
> COc1cc(-c2cc(C(=O)O)c3c(OC)c(OC)c(OC)cc3n2)ccc1O
→ -23 | 1 | -3 | -1 | 1.5 | 1 | -2 | 4 | 1.1
> CC(=O)N/C(=C/c1ccc2c(c1)OCO2)C(=O)NCCO
→ -13 | 6 | -6 | -1 | 1.0 | -2 | -3 | 10 | 0.8
> CC(C)Cc1nc2oc3c(N4CCN(CCO)CC4)ncnc3c2c2c1CCCC2
→ -3 | -1 | -17 | -5 | -0.5 | 5 | 9 | 3 | 0.3
> Nn1cnnc1N/N=C/c1ccccc1C(F)(F)F
→ -4 | 4 | -5 | -6 | 0.0 | -1 | 12 | 6 | 0.0
> CCOC(=O)c1ccc(NS(=O)(=O)c2c(N)n(C)c(=O)n(C)c2=O)cc1
→ -7 | -2 | -3 | -2 | 1.0 | 11 | 18 | 5 | 1.2
> c1ccc2c(Nc3nncs3)c3ccccc3nc2c1
→ 0 | 5 | -11 | 3 | 5.0 | -1 | -9 | 1 | -0.7
> CC(C)C[C@H]1CN([C@@H](CC(C)C)CN2CCC[C@@H]2CN2C(=S)NC[C@@H]2Cc2ccc(O)cc2)C(=S)N1CCc1ccccc1
→ -5 | . | . | -7 | . | -2 | -13 | 1 | .
> N#Cc1ccc(OCC(=O)NC2=NCCS2)cc1
→ 1 | 14 | -11 | -8 | 1.6 | 4 | -10 | 2 | 1.3
> Cc1ccc(-c2nnc(SCC(=O)N/N=C/c3c(C)nn(-c4ccccc4)c3C)n2-c2ccc(C)cc2)cc1
→ -10 | -23 | -1 | -5 | -1.9 | 1 | 2 | 5 | -0.2
> Cc1onc(-c2c(Cl)cccc2Cl)c1C(=O)Nc1ccc2c(c1)OCCO2
→ -3 | -8 | -5 | -7 | 0.3 | 7 | -12 | -8 | 0.4
> CSc1cccc(NC(=O)CCCOc2ccc(Cl)cc2C)c1
→ 2 | -8 | -8 | -8 | -2.3 | -2 | 11 | 1 | -0.1
> CCCCNC(=O)COC(=O)CCC(=O)c1ccc(Cl)cc1
→ -8 | -13 | -13 | -1 | -1.2 | 0 | -19 | 12 | -0.2
> N#Cc1cn(CC(=O)N2CCCc3ccccc32)c2ccccc12
→ 5 | -7 | -13 | -2 | 2.5 | 0 | -9 | -2 | 5.3
> COc1ccc(OCC(O)CN2CCc3ccccc3C2)cc1 (configuration not stated)
→ 16 | -23 | -5 | -4 | 0.9 | 4 | -32 | -8 | 6.3
> CC1(C)CC(=O)C2=C(C1)N(CC1CCCO1)C(=O)NC2(C(F)(F)F)C(F)(F)F (configuration not stated)
→ -8 | -8 | 1 | -5 | -0.1 | 1 | -30 | 8 | -0.7
> CCOC(=O)CC1(NC(=O)c2cc(COc3cncc(Cl)c3)on2)CCCCC1
→ 5 | 27 | -15 | 4 | 7.5 | 4 | 4 | -1 | 9.2
> Cc1cccc(C(=O)OCC(=O)Nc2nnc(-c3ccccc3)o2)c1O
→ -6 | -2 | -7 | -4 | -0.3 | 2 | 3 | 3 | -0.9
> CCOP(=O)(c1ccccc1)c1nc(-c2ccc(F)cc2)oc1N1CCCCC1 (configuration not stated)
→ -24 | 10 | -9 | 1 | 1.8 | 31 | -15 | 4 | -1.4
> Cc1ccc(C)n1-c1ccc(N2CCOCC2)c(Br)c1
→ -3 | -11 | -2 | -3 | 0.2 | 9 | 0 | 0 | 0.2
> COc1ccc(NS(=O)(=O)c2ccc(C)c(C(=O)N(C)CCc3ccc(OC)c(OC)c3)c2)cc1
→ 7 | -15 | -6 | 0 | 1.3 | 6 | -13 | -2 | 3.2
> CC[N+]1(C)CC2CCC(C)(C1)C2(C)C (configuration not stated)
→ 2 | . | . | -3 | . | 11 | -3 | 2 | .
> CCc1ccc(NC(=O)Cn2c(=O)n(CCC(=O)NC3CCN(Cc4ccccc4)CC3)c(=O)c3ccccc32)cc1
→ -21 | -10 | 5 | -3 | 0.3 | 5 | -26 | 15 | -0.3
> CCOc1ccc(-c2nnn(CC(=O)N3CCCC(C)C3)n2)cc1 (configuration not stated)
→ -1 | -13 | 4 | -6 | 0.3 | 2 | 1 | 1 | 1.5
> CCOC(=O)c1cc2c(=O)n3ccccc3nc2n(CCCOC)c1=NC(=O)C(C)(C)C
→ -9 | -21 | -7 | -3 | -1.5 | 0 | -4 | 6 | 0.2
> Cc1cccc(NC(=S)NC(=O)c2ccco2)n1
→ 10 | -7 | 2 | -6 | 0.1 | 4 | 14 | -5 | 0.9
> O=C1c2cccc3cccc(c23)C(=O)C1(O)O
→ -2 | -12 | -7 | -5 | -0.8 | 2 | -24 | 2 | 1.0
> Nn1cnnc1N/N=C/c1cccc(Cl)c1Cl
→ 0 | . | . | -4 | . | 4 | -6 | 5 | .
> Cc1cccc(-c2nc(NCCCN3CCOCC3)c3ccccc3n2)c1
→ -13 | -21 | -7 | -6 | 6.7 | 18 | 6 | 1 | 3.1
> CCN(CC)C(=O)COC(=O)c1cc(-c2ccco2)nc2ccccc12
→ 24 | . | . | -3 | . | 4 | 8 | -9 | .
> Cc1nn(Cc2ccc(Cl)cc2Cl)c(C)c1NC(=O)Cn1nc([N+](=O)[O-])c(Cl)c1C
→ -2 | -9 | -4 | -4 | 1.3 | 0 | -2 | -1 | 1.1
> Cc1c(C(=O)O/N=C(\N)c2ccccn2)cccc1[N+](=O)[O-]
→ -4 | -13 | -3 | -5 | -0.8 | 1 | 12 | 1 | -1.6
> COc1cc(CCC(=O)NCc2ccc(F)cc2)cc(OC)c1OC
→ -6 | -10 | -12 | -3 | -0.9 | -1 | -5 | 7 | -0.2
> Cc1ccc(S(=O)(=O)NCC(=O)N(CC(=O)NCc2ccco2)Cc2ccco2)cc1
→ -3 | -17 | 6 | -2 | 0.3 | 0 | -25 | 0 | 0.5
> Cc1cccc(C)c1C(O)c1ncc(-c2ccccc2C(F)(F)F)[nH]1 (configuration not stated)
→ -9 | . | . | -4 | . | 3 | -18 | 9 | .
> COc1ccc(Cl)cc1NC(=O)CN(C)C(=O)C1CC1
→ -24 | -10 | -1 | -3 | 1.7 | 3 | -11 | 13 | 1.2
> C[C@@H]1CCCCO[C@@H](CN(C)S(=O)(=O)c2ccc(F)cc2)[C@@H](C)CN([C@H](C)CO)C(=O)c2cc(N(C)C)ccc2O1
→ -20 | . | . | -8 | . | -2 | -17 | 6 | .
> C=CCN1C(=O)C2C(C(=O)NCc3ccccc3)C3C=CC2(O3)C1C(=O)NC(C)(C)C (configuration not stated)
→ -2 | -8 | -8 | -1 | 0.2 | 1 | -5 | 3 | -0.1
> Nc1nc(SCC(=O)N2CCc3ccccc3C2)[nH]c(=O)c1-c1ccccc1
→ 6 | -6 | 0 | -6 | 0.4 | 92* | 90* | 0 | -1.0
> Cc1cc(C)n(CC(=O)NNC(=O)c2ccc(OC(F)(F)F)cc2)n1
→ -15 | -3 | 5 | 1 | 1.4 | 3 | -13 | 17 | 1.0
> CC(C)Nc1ccccc1
→ -15 | 2 | -4 | -1 | 1.0 | . | . | 8 | -0.2
> Cc1nc2c(-c3ccc(F)cc3)c(C)nn2c(C)c1CCC(=O)NCCN1CCOCC1
→ -23 | 7 | -2 | -1 | -0.9 | 1 | -2 | 20 | -0.4
> COc1ccc(-c2nc(C#N)c(N3CCOCC3)o2)cc1OC
→ -17 | 6 | -5 | -4 | -1.0 | 3 | -1 | 13 | -0.5
